# POLI inh – qHTS for Inhibitors of Polymerase Iota | DNA polymerase iota (Homo sapiens), Q9UNA4 | Potency, µM (top dose mostly 115 µM), for inactives: top-dose activity, negative = inhibition, usual class: inhibitors | hit rate 1% among 390,000 | Pol iota fluorescent replication assay, 10 min; also: potency is read from the fitted curve at half-maximal effect
#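 Pol iota at 10 nM preincubated 15 min with compounds at room temperature; reaction started with fluorescent substrate, 50 nM final. Fluorescence read kinetically at 0 and 10 min; buffer-only wells as negative control.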
# Pol beta inh – qHTS Assay for Inhibitors of DNA Polymerase Beta. hit rate 1.3% among 340,000. P06746. Pol beta primer extension/strand displacement, fluorescence kinetic. Potency, µM (top dose mostly 114 µM), inactives show top-dose activity change, negative = inhibition, hits mostly inhibitors; also: potency is read from the fitted curve at half-maximal effect; % is scaled to controls: 0 for no effect and ±100 for the full control effect
#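 Curves were derived by four-parameter Hill fits of normalized qHTS data. The kinetic fluorescent primer-extension read was taken at 0 and 10 min after 50 nM substrate, following a 15 min room-temperature preincubation of 10 nM enzyme with compounds.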
# 12-LOX inh – Primary qHTS assay for inhibitors of human arachidonate 12S-lipoxygenase (ALOX12): Round 2; Polyunsaturated fatty acid lipoxygenase ALOX12 (Homo sapiens), P18054; hit rate 1.1% among 580,000; purified 12hLO, xylenol orange hydroperoxide absorbance; Potency, µM (top dose mostly 108 µM), for the others: at the highest dose activity change, negative = inhibition, actives largely listed as inhibitors; also: potency is read from the fitted curve at half-maximal effect; % is scaled to controls: 0 for no effect and ±100 for the full control effect
#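 Purified human 12hLO at 150 nM in 25 mM Hepes, 0.01% Triton X-100, pH 7.0, preincubated 15 min at room temperature with compound. Reaction started with 40 uM arachidonic acid, 30 min at room temperature. Hydroperoxide measured by Fe-xylenol orange, 573/405 nm absorbance ratio.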
# Anesthetic bind – qHTS Assay for Identification of Novel General Anesthetics. AID 485281, 2010. hit rate 0.074% among 350,000. Ferritin light chain (Equus caballus), P02791. Potency, µM (doses to about 77.5 µM), inactives show at the top dose activity change, negative = displacement, usual class: inhibitors. apoferritin/1-aminoanthracene competitive binding, fluorescence; also: potency is read from the fitted curve at half-maximal effect; % is scaled to controls: 0 for no effect and ±100 for the full control effect; nearly all actives have a fitted effect of over 20% in size
# Target sequence (P02791 2-175 limits assumed): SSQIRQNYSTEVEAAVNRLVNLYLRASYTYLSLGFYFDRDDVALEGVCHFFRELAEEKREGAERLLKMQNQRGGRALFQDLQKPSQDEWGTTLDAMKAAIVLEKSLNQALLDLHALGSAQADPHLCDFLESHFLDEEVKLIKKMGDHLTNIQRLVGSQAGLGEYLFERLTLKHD
#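 Probe: 1-aminoanthracene (50% saturated, PBS). Protein: horse-spleen apoferritin, 10 uM. Incubation: 10 min, room temperature. Detection: 380 nm excitation, 535 nm emission. Analysis: normalized response, four-parameter Hill.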
# Pol kappa inh – qHTS for Inhibitors of Polymerase Kappa. DNA polymerase kappa (Homo sapiens), Q9UBT6. hit rate 0.53% among 400,000. purified Pol kappa, fluorescent DNA synthesis assay, 10 min. Potency, µM (top dose mostly 107 µM), inactives show at the top dose activity, negative = inhibition, hits mostly inhibitors; also: potency is read from the fitted curve at half-maximal effect; % is scaled to controls: 0 for no effect and ±100 for the full control effect
#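 10 nM Pol kappa preincubated 15 min at room temperature with compounds, then reaction started with substrate at 50 nM final. Fluorescence read kinetically at 0 and 10 min; buffer-only wells served as negative control.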
# APEX1 inh – qHTS Assay for Inhibitors of the Human Apurinic/apyrimidinic Endonuclease 1 (APE1) | AID 2517, 2012 | DNA repair nuclease/redox regulator APEX1 (Homo sapiens), P27695 | hit rate 0.35% among 350,000 | Potency, µM (titrated, usually from 65.8 µM), for inactives: top-dose activity change, negative = inhibition, usual class: inhibitors | recombinant APE1, TAMRA/BHQ-2 abasic DNA cleavage fluorescence;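 also: potency is read from the fitted curve at half-maximal effect; plate controls were vehicle for no effect and reference inhibitor for full effect; nearly all actives have a fitted effect of over 55% in size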
#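 Incision of a quenched TAMRA/BHQ-2 THF abasic-site duplex (50 nM) by 0.75 nM APE1, after 15 min compound preincubation, measured as fluorescence increase over three 60 s reads. Values normalized to buffer, DMSO and NSC13755 control wells.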
# ERG Ets-DNA blk – qHTS for Small Molecule Inhibitors of the ERG Ets/DNA interaction. Transcriptional regulator ERG (Homo sapiens), P11308. AID 624246, 2012. Potency, µM (top dose mostly 76.9 µM), inactives show at the highest dose FP activity, negative = inhibition, actives largely listed as inhibitors. fluorescence polarization, His-ERG Ets domain / labelled DNA. hit rate 0.028% among 370,000; active = well fitted inhibition curve with a large enough effect in the polarisation, with a control signal flat; inconclusive = small, poorly fitted or top-dose-only effect, or effect the other way, or a change in a side signal; inactive = no such curve, though single readings can be large or run the other way; the % refers to the polarisation;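 also: polarization taken with two DNA probes labelled with fluorescein and Texas red; potency is read from the fitted curve at half-maximal effect; % of control where 0% means no effect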
# Target sequence (P11308 whole entry, looked up, the tested form may be a part): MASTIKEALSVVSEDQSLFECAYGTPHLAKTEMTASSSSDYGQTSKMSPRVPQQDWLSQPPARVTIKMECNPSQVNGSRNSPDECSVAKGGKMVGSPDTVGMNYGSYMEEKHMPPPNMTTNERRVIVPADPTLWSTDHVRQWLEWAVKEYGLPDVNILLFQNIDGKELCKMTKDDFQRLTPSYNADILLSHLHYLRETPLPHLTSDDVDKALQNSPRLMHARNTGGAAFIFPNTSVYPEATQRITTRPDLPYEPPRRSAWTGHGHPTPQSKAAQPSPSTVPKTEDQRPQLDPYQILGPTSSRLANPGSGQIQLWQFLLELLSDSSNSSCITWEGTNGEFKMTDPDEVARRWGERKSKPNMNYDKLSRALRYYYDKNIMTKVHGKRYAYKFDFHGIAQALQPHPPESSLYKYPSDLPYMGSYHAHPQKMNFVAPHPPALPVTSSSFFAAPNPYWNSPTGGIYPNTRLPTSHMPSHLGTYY
#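 His-tagged ERG Ets domain (1 uM in the protein solution; 300mM KCl, 50mM Tris-HCl, 1mM EDTA, 1mM DTT, pH 7.5) received compound, then a probe mix of 5 nM fluorescein-DNA and 100nM Texas-615-DNA. Fluorescence polarization was read for both dyes.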
# BLM helicase inh – qHTS Assay for Inhibitors of Bloom's syndrome helicase (BLM); AID 2528, 2010; Potency, µM (top dose mostly 56.1 µM), without a hit: top-dose activity change, negative = inhibition, actives largely listed as inhibitors; recombinant BLM DNA unwinding, fluorescence dequenching; RecQ-like DNA helicase BLM (Homo sapiens), P54132; hit rate 0.2% among 350,000;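 also: potency is read from the fitted curve at half-maximal effect; plate controls were vehicle for no effect and no enzyme for full effect; nearly all actives have a fitted effect of over 35% in size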
# TRHR agonist – qHTS for Small Molecule Agonists and Allosteric Enhancers of Human TRH Receptor: Primary Screen for Agonists; Thyrotropin-releasing hormone receptor (Homo sapiens), P34981; TRHR cells, calcium flux fluo-8, FDSS agonist mode; activation, % at 2 µM; hit rate 0.18% among 360,000; AID 493084, 2011; in the data active = activation above about 30%; also: 0% is about no effect
# Target sequence (P34981 whole entry, looked up): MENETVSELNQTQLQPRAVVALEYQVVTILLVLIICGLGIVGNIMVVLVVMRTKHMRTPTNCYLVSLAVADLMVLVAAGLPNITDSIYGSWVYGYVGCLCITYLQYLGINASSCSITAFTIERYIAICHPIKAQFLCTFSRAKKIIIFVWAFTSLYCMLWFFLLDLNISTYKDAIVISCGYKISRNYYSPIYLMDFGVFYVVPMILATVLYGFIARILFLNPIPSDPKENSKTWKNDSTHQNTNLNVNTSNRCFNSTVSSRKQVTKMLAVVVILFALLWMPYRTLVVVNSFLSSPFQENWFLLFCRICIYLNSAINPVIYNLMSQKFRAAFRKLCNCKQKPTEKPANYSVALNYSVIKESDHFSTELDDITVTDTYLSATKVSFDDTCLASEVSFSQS
#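 In this calcium-flux screen, cells bearing human TRHR are dye-loaded with fluo-8, baselined for 10 cycles, then exposed to library compounds; positive kinetic calcium responses during the agonist phase mark hits, with TRH as control.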
# * marks the source's active call; other numbers are inactive results; u = inconclusive; x = no result given; & = joins results of further samples; [ ] = dose if it differs, or a comment. Unless noted, calls follow the shape of the dose curve; as a rule, active = well fitted curve in the direction sought with a large enough effect; inconclusive = small, poorly fitted or top-dose-only effect, or another doubt; inactive = no such curve, though single readings can be large; an effect the other way counts as inactive or inconclusive. These rows are one share of the data. The share of hits here may be higher or lower than overall.
molecule,POLI inh,Pol beta inh,12-LOX inh,Anesthetic bind,Pol kappa inh,APEX1 inh,ERG Ets-DNA blk,BLM helicase inh,TRHR agonist
COc1ccc(OC(C)c2ccc(C#N)c(=O)[nH]2)cc1 (configuration not stated),23%,5%,3%,-5%,-3%,5%,11%,-2%,0.3
COc1ccc(OC)c(NC(=O)COC(=O)Cc2ccc(Br)cc2)c1,55%[activator],-19%,-22%,-16%,-5%,u,11%,-10%,0.2
COc1cc(Br)cc(-c2nc3c(c(=O)[nH]c(=O)n3Cc3ccccc3)n2C)c1O,8%,-15%,0%,u,-12%,-2%,2%,-11%,0.3
O=S(=O)(c1ccc2[nH]c3c(c2c1)CCCC3)N1CCN(c2cccc(C(F)(F)F)c2)CC1,28%,2%,-26%,0%,-11%,x,0%,-10%,-0.3
COC(=O)c1ccccc1NC(=O)Cn1c(=O)n(CCC(=O)NC2CCN(Cc3ccccc3)CC2)c(=O)c2ccccc21,-16%,24%,-3%,-14%,-15%,15%,4%,5%,0.4
O=C(Cn1ncc(Cl)c(Cl)c1=O)NC1CCS(=O)(=O)C1 (configuration not stated),14µM*,u,-22%,3%,u,u,15%,-24%,-0.1
COc1c(O)cc(O)cc1O,x,x,x,-1%,25µM*,16µM*,x,-10%,x
O=C(CSc1nc2c(c(=O)[nH]1)CCC2)Nc1ccccc1Cl,27%,1%,1%,0%,0%,40%[12.4 µM],6%,0%,0.6
CN(C)S(=O)(=O)c1ccc(C(=O)Nc2cccc(C(=O)O)c2)cc1,-6%,41%,0%,-6%,-1%,6%,-1%,3%,0.5
CC(C)Cc1csc(NC(=O)c2ccc(Br)cc2)c1C(=O)O,-10%,27%,-3%,-9%,-5%,-1%,-9%,-1%,-0.1
COc1ccc2cc(/C(C)=N/NC(=O)C3CC3)ccc2c1,44%[activator],-2%,13%,-18%,-11%,-2%,-2%,-8%,-0.3
COc1ccc(Cn2c(O)c(/C=N/NC(=O)c3cccnc3)c3ccccc3c2=O)cc1,65%[activator],u,-24%,-3%,-43%,-13%,-3%,-25%,57*
Cc1onc(-c2ccccc2Cl)c1C(=O)Nc1nnc(-c2ccc(Br)cc2)s1,-23%,2%,8%,-4%,-8%,-8%,13%,-10%,1.1
CCOc1cccc(C=Nc2cc(C)cc(C)c2O)c1O,21%,7%,u,u,-6%,-4%,8%,4%,1.5
CC(=O)NCCc1c[nH]c2ccc(O)cc12,u,0%[57.1 µM],u,x,4%[60.1 µM],-4%&3%&13%,17%,5%,x
CCOCCCn1c(=NC(=O)c2cccnc2)c(C(=O)OCC)cc2c(=O)n3ccccc3nc21,28%,15%,u,170%[activator],-8%&3%,0%,7%&5%,-1%,-0.2
Cc1ccc(C)c(S(=O)(=O)c2nnn3c2nc(NCc2cccs2)c2sccc23)c1,34%[activator],-12%,-4%,-7%,5%,x,2%,-6%,0.8
COC(=O)c1sccc1NC(=O)c1cnc2cc(C)nn2c1C,18%,62%,3%,-3%,6%,0%,12%,-1%,-0.1
O=C(COCc1cc(-c2cccs2)on1)NCc1ccc(F)cc1,2%,1%,-9%,-5%,-7%,x,1%,4%,-0.6
COc1ccc(OC)c(CN2CCSCC2)c1,104%[activator],32%,u,-7%,-5%,14%,-2%,-5%,-0.1

# The list continues.
molecule,POLI inh,Pol beta inh,12-LOX inh,Anesthetic bind,Pol kappa inh,APEX1 inh,ERG Ets-DNA blk,BLM helicase inh,TRHR agonist
CCc1nnc(NS(=O)(=O)c2ccc(NC(=O)c3cccc(Br)c3)cc2)s1,27%,-5%,u,-5%,-4%,54%[activator],-2%,0%,1.5
COc1ccc(-c2csc(N3CCN(c4cc(C)nc5ccccc45)CC3)n2)cc1OC,-36%,0%,16%,-1%,-35%,u,-1%,-5%,0.5
C=CCN1C(=O)C(CC(=O)Nc2ccc(C)cc2)SC1=Nc1c(C)n(C)n(-c2ccccc2)c1=O (configuration not stated),-16%,23%,-10%,-22%,-9%,-1%,x,-2%,0.7
COCCNC(=O)C(c1ccc(C)cc1)N(Cc1ccccc1)C(=O)CCC(=O)Nc1ccccn1 (configuration not stated),95%[activator],-18%,-9%,-6%,-9%,47%[activator],5%,-4%,-0.7
O=C(O)c1cc(Cl)c(Cl)cc1C(=O)Nc1cccc2ncccc12,47%[activator],-1%,11%,1%,-14%,-6%,2%,-10%,4.0
CC1(C)OC(=O)N(NCc2ccccc2)C1(C)O (configuration not stated),-2%,4%,0%,u,19%,36%,10%,-4%,0.6
CCn1cc(/C=C(\NC(=O)c2ccc(C)cc2)C(=O)NCCCN2CCOCC2)c2ccccc21,8%,17%,-25%,-17%,14%,10%,2%,2%,0.5
C/C(=N\NC(=O)c1ccc(Cl)c(Cl)c1)c1cccc(NC(=O)C(C)C)c1,19%,15%,13%,u,-8%,-3%,-1%,-1%,-0.3
COc1ccc(CCNC(=O)CCS(=O)(=O)c2ccc3nc(C)sc3c2)cc1OC,12%,-28%,13%,-16%,10%,15%,7%,1%,-0.2
CS(=O)(=O)N(CC(=O)N1CCCCCC1)c1cccc(Cl)c1Cl,-1%,0%,-49%,-7%,1%,1%,11%,-2%,0.1
COc1ccc(CNC(=O)c2cc(-c3ccncc3)nc3c(C)cc(C)cc23)cc1OC,65%[activator],u,1%,u,-8%,0%,-1%,-11%,-0.7
O=C(COC(=O)COc1cccc(C(F)(F)F)c1)NC(=O)NC1CCCCC1,-6%,x,-8%,x,-6%,1%,9%,x,0.3
Cn1cccc1C(=O)NCc1ccc(S(N)(=O)=O)cc1,39%[activator],31%,-12%,-6%,-11%,13%,-5%,-3%,0.4
Clc1cccc(Cl)c1CSc1nnc(-c2ccncc2)s1,60%[activator],-1%,7%,-2%,-4%,8%,-2%,-1%,25
COc1ccc(COC(=O)CN2C(=O)NC3(CCCC3)C2=O)cc1F,25%,x,1%,x,-12%,8%,-7%,x,0.3
CCCCN(CC)C(=O)Cn1c(=O)n(-c2ccc(OCC)cc2)c(=O)c2c3c(sc21)CCC3,15%,0%,-20%,-7%,-13%,x,-5%,-5%,-2.3
CCSc1ncc(Cl)c(C(=O)Nc2ccc(S(=O)(=O)N3CCCCC3)cc2)n1,12%,41%[activator],-18%,u,7%,x,1%,-5%,0.6
O=C(CNC(=O)c1ccc(-c2ccccc2)cc1)OCc1c(F)cccc1Cl,28%,25%,1%,-16%,15%,3%,6%,-11%,0.0
CC(=O)Nc1ccc(-c2csc(NC=C3C(=O)OC(C)(C)OC3=O)n2)cc1,12%,-11%,-6%,-10%,0%,5%,-1%,-3%,0.2
CC(=O)NC(=S)Nc1ccccc1N1CCCCC1,41%[activator],-14%,-4%,-23%,3%,-6%,2%,-1%,1.3

# More structures follow.
molecule,POLI inh,Pol beta inh,12-LOX inh,Anesthetic bind,Pol kappa inh,APEX1 inh,ERG Ets-DNA blk,BLM helicase inh,TRHR agonist
O=C(CSc1nnc(CNC(=O)c2ccc(F)cc2)o1)Nc1ccc2c(c1)OCCO2,10%,49%,u,-3%,-7%,5%,3%,-2%,-0.1
Cc1cccc(NS(=O)(=O)c2cccc(C(=O)N3CCN(c4ccccn4)CC3)c2)c1,11%,3%,-2%,0%,-6%,-2%,-11%,-2%,-0.2
Cc1noc(NS(=O)(=O)c2ccc(NC(=O)C(C)(C)C)cc2)c1C,8%,25%,7%,1%,-12%,3%,6%,-5%,0.1
N#C/C(=N\Nc1ccc(Cl)c(Cl)c1)C(=O)C1CC1,34%,12%,14%,-6%,-4%,-3%,4%,-2%,0.2
Cc1ccc(/C=C/c2onc(C)c2S(=O)(=O)N2CCC(C(=O)NCc3ccc(C)o3)CC2)cc1,1%,-3%,-19%,7%,-7%[60.1 µM],x,4%,-2%,-1.3
O=C(CC(NC(=O)c1ccccc1Cl)c1ccccc1)Nc1ccc2c(c1)OCO2 (configuration not stated),13%,u,-11%,5%,-1%,-3%,-4%,-6%,0.0
COc1cc2nc(CN3CCN(C(c4ccccc4)c4ccccc4)CC3)[nH]c(=O)c2cc1OC,x,15%,x,-2%,x,-5%,x,-1%,-0.9
Cc1ccc(-c2n[nH]c(=S)n2C)cc1,20%,40%,u,-6%,-6%,-3%,1%,-1%,-0.4
Cc1cccc(CCN2C(N(C)C)=NC[C@@H]2Cc2ccccc2)c1,5%,x,17%,x,-11%,2%,-3%,x,x
Cn1ncc2c(NCCO)nc(Cl)nc21,98%[activator],x,1%,x,-12%,x,6%,x,x
COc1ccc(C)cc1NC(=O)CN(C)S(=O)(=O)c1ccc2c(c1)CCCN2C(C)=O,9%&12%,40%&4%,1%&2%,-4%&-15%,0%,11%,-7%&-5%,1%&-3%,0.6&-0.9
Cc1ccc(O)c(-c2cc(-c3cccc(Br)c3)n[nH]2)c1,33%[activator],-6%,u,-8%,1%,4%,1%,-8%,-0.1

# Screening results from PubChem.
